inhibitors of VEEV: inhibitors of VEEV TC-83 cytopathic effect, confirmation, Vero cells (AID 588727); actives 0.13% (n = 350,000); one-dose inhibition, % at 20 µM; IC50 in µM for titrated hits; Vero cells, VEEV TC-83 cytopathic effect inhibition; higher % means a stronger effect; in the data active = a potency from the dose series; inconclusive = inhibition mostly from about 14% at the one dose, without a potency; inactive = the rest, 99 in 100 with inhibition below about 12%; note: strong numbers were not always called active
M. tuberculosis: growth inhibition of non-replicating M. tuberculosis (AID 488890) | Mycobacterium tuberculosis non-replicating, growth inhibition; higher % means a stronger effect | inhibition, % at 25 µM, or IC50 in µM where a hit was titrated | actives 0.39% (n = 320,000); in the data active = a potency from the dose series; inconclusive = inhibition mostly from about 82% at the one dose, without a potency; inactive = the rest, 99 in 100 with inhibition below about 76%;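 note: plate controls were DMSO cells for no effect and high antibiotic wells for full effect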
H1N1 NS1A inhibition: H1N1 influenza NS1A inhibitors, functional cell based assay (AID 504329) | inhibition, % at 12.5 µM, or IC50 in µM where a hit was titrated | actives 0.3% (n = 340,000) | NS1A functional cell-based assay, percent inhibition; higher % means a stronger effect; in the data active = a potency from the dose series; inconclusive = inhibition above about 27% without an active follow-up result; note: strong numbers were not always called active
Salmonella PhoP GFP: Inhibition of PhoP regulon, Salmonella typhi GFP reporter cells, confirmation, 4 h (AID 1850). Salmonella Typhi PhoP-promoter GFP reporter, fluorescence, 4 h; higher % means a stronger effect. inhibition, % at 50 µM, or IC50 in µM where a hit was titrated. actives 0.33% (n = 310,000); in the data active = a potency from the dose series; inconclusive = inhibition mostly from about 25% at the one dose, without a potency; inactive = the rest, 99 in 100 with inhibition below about 19%;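 note: 0% = induced wells with vehicle and 100% = uninduced wells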
M. tuberculosis HTS: M. tuberculosis growth inhibition, HTS (AID 449762); M. tuberculosis H37Rv growth inhibition, 7H9 media; higher % means a stronger effect; inhibition, % at 25 µM; hits with a dose series show IC50 in µM; actives 0.59% (n = 330,000); in the data active = a potency from the dose series; inconclusive = inhibition above about 70% without an active follow-up result;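 note: bacterial growth assessed after seven days of incubation; strong numbers were not always called active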
inhibitors of VEEV 10K pilot screen: also measured in inhibitors of VEEV; calls as there; inhibition, %; measured here: 10K pilot screen inhibition
Active calls of the source: *; i = inactive; ? = inconclusive; . = no result given.

SMILES	inhibitors of VEEV	M. tuberculosis	H1N1 NS1A inhibition	Salmonella PhoP GFP	M. tuberculosis HTS	others
O=C([C@@H]1CC=C[C@@H]2CCN(C3CC3)C(=O)[C@@H]21)N1CCN(c2ccccc2)CC1	0.7%	-6%	-3%	1%	0%
Cc1cc(Cl)ccc1NC(=O)CN1CCCC1	i	-4%	-3%	-6%	-2%
NC(=S)NN=C1C2CC3CC(C2)CC1C3	1.1%	24%	-5%	-8%	5%
CCN(CC)C(=O)Oc1ccc2c(=O)c(-c3ccc(OC)cc3)c(C)oc2c1	i	57%	2%	2%	?
Cc1ccccc1-c1nsc(SCC(=O)NCc2ccc3c(c2)OCO3)n1	1.1%	?	3%	2%	2%
CCOC(=O)c1c(NC(=S)NC)sc2c1CC(C)(C)SC2	0.3%	1%	1%	-8%	6%
Cc1nn(CC(=O)N(CC(C)C)C2CCS(=O)(=O)C2)c(C)c1[N+](=O)[O-] (stereo not given)	i	-1%	-4%	.	1%
CCOC(=O)c1cc(S(=O)(=O)N2CCN(C(=O)OCC)CC2)cn1C	i	-11%	3%	4%	-5%
O=C(Nc1ccc(S(=O)(=O)N2CCCC2)cc1)c1cccc(OC(F)F)c1	8.7%	13%	3%	7%	1%
Cc1c(C(=O)N/N=C/c2ccc(N(C)C)cc2)[nH]c2ccc(Cl)cc12	2.5%	18%	-18%	-5%	4%
N#CCN1CCN(c2ccc(C(F)(F)F)cc2)CC1	i	0%	-1%	-7%	-1%
CC(=O)N=c1c(C#N)cc2c(=O)n3cccc(C)c3nc2n1Cc1ccco1	2.5%	-11%	.	0%	4%
Cc1noc(C)c1CSc1nc2ccccc2c(=O)n1-c1ccccc1	7.6%	32%	1%	13%	9%
COc1cccc(C2NC(=O)NC(C)=C2C(=O)Nc2cc(OC)ccc2OC)c1 (stereo not given)	0.8%	6%	-10%	-5%	3%
O=C(Nc1cccc(NC(=O)c2cccc([N+](=O)[O-])c2)n1)c1cccc([N+](=O)[O-])c1	i	28%	0%	-8%	-2%
Cc1ccc(NC(=O)c2nc[nH]c2C(=O)N2CCCCC2)c(C(=O)c2ccccc2)c1	8.3%	46%	-10%	12%	13%
COc1ccc(C2C(C(=O)N3CCOCC3)=C(C)NC3=C2C(=O)CC(C)(C)C3)c(OC)c1 (stereo not given)	1.4%	2%	-2%	-19%	5%
COc1ccccc1-c1cc(C(=O)N2CCN(c3ccccc3OC)CC2)no1	0.3%	10%	0%	-4%	10%
CCOc1ccc(Nc2ncnc3c2cnn3C)cc1	1.1%	66%	-3%	-8%	10%
N#CCn1c(CCl)nc2ccccc2c1=O	40%	66%	-2%	-6%	5.2µM*

Brought forward from above: 3 compounds, followed by the next part.
SMILES	inhibitors of VEEV	M. tuberculosis	H1N1 NS1A inhibition	Salmonella PhoP GFP	M. tuberculosis HTS	others
COc1ccccc1-c1cc(C(=O)N2CCN(c3ccccc3OC)CC2)no1	0.3%	10%	0%	-4%	10%
CCOc1ccc(Nc2ncnc3c2cnn3C)cc1	1.1%	66%	-3%	-8%	10%
N#CCn1c(CCl)nc2ccccc2c1=O	40%	66%	-2%	-6%	5.2µM*
Cc1ccc(N(CC(=O)N2CCc3ccccc32)S(=O)(=O)c2cccs2)cc1	i	-1%	-9%	6%	2%
Cc1nn(CC(=O)NCC(C)c2ccccc2)c(=O)c2cc3occc3n12 (stereo not given)	0.1%	0%	-9%	-1%	-5%
O=C(NNC(=O)C1CC=CCC1)c1ccccc1Cl (stereo not given)	i	-9%	-13%	10%	2%
O=C1/C(=C\c2ccco2)NC(=S)N1c1ccccc1	1.2%	-16%	11%	-4%	-2%
Fc1ccc(COc2ccc(/C=N/n3cnnc3)cc2)cc1	i	59%	2%	11%	?
Cc1cc([N+](=O)[O-])nn1CCCC(=O)NC1CCCCC1	9.4%	-8%	0%	11%	1%
O=C1C(=Cc2ccco2)CCCC1=Cc1ccco1	i	.	0%	.	.
COc1ccccc1NC(=O)CSC1=NC(=O)C(Cc2ccccc2)C(=O)N1 (stereo not given)	0.5%	-5%	2%	6%	7%
C=C1CC2C3CC[C@@]4(OCOC45COCO5)[C@@]3(C)C(O)CC2[C@@]2(C)CCC(=O)C=C12 (stereo not given in full)	5.9%	39%	-2%	12%	7%
CC12CCC(=O)C=C1CCC1C2C(=O)CC2(C)C1CCC2(O)C(=O)CO (stereo not given)	i	-9%	-2%	-4%	-4%
CSc1nc(C)c(CCOCc2ccccc2)c(=O)[nH]1	2.5%	2%	-4%	-3%	-8%
FC(F)(F)c1ccc(-c2nnc(-c3ccccn3)c(-c3ccccn3)n2)nc1	1.1%	-29%	-5%	1%	-11%
Cc1cc(=O)[nH]c(SCC(=O)N2CCCc3ccccc32)n1	i	2%	4%	2%	10%
O=c1cc(-c2ccc([N+](=O)[O-])cc2)c2cc3c(cc2[nH]1)OCCO3	3.0%	7%	-7%	-6%	0%
CCn1c(N)c(C(=O)Nc2ccccc2C(=O)OC)sc1=S	8.3%	2%	1%	1%	2%
COc1ccc(OCC(=O)NNC(=O)c2ccccc2OCc2c(C)noc2C)cc1	1.3%	11%	6%	-8%	17%
CCOC(=O)c1c(OCC)[nH]c2ccc(O)cc12	4.3%	-14%	10%	-4%	-7%
O=c1oc2ccccc2n1CCCCCn1c(=O)oc2ccccc21	i	13%	-22%	-6%	-5%
O=C(CSc1ccc2nnc(-c3ccc(F)cc3)n2n1)N1CCOCC1	1.0%	.	-2%	9%	0%
COc1ccc(-c2c(NCCc3ccccc3)c(=O)c2=O)cc1	i	-3%	-2%	-21%	3%
O=C(Nc1ccc2c(c1)Cc1ccccc1-2)c1ccccc1F	1.5%	15%	0%	0%	5%
CC(C)C(NC(=O)CSc1ccc(Cl)cc1)C(C)C	1.1%	16%	-1%	2%	-1%
O=S(=O)(Nc1ccc(Oc2ncccn2)c(Cl)c1)c1ccc(F)cc1	2.5%	-18%	2%	12%	-5%
COc1ccc(CN(CC(=O)NCCc2ccccc2)C(=O)CCC(=O)Nc2ccccn2)cc1	2.3%	6%	-1%	4%	-3%
CSc1ccccc1NC(=O)C1=COCCO1	2.1%	6%	-6%	-1%	-1%
CCn1c(SCC(=O)Nc2ccccc2N2CCOCC2)nnc1-c1ccccc1	6.2%	27%	11%	-7%	1%
Cc1c(NS(=O)(=O)c2ccc3c(c2)Cc2ccccc2-3)c(=O)n(-c2ccccc2)n1C	3.4%	11%	-5%	0%	3%
CC(=O)c1ccc(N2CCC(C)CC2)c(F)c1	i	32%	-8%	9%	1%
O=C(OC1CCOC1=O)C1CCN(S(=O)(=O)c2c(Cl)cccc2Cl)CC1 (stereo not given)	i	-14%	-5%	3%	-4%
N#Cc1ccc(C23OCCN2CCn2nc4ccccc4c23)cc1 (stereo not given)	0.2%	6%	-13%	.	6%
CCOC(=O)C1CCN(C(=O)COC(=O)/C=C/c2ccc([N+](=O)[O-])cc2)CC1	2.6%	75%	-4%	.	42%
N#Cc1ccc(-c2ccc(OCC(=O)NCC(=O)Nc3ccc(F)c(F)c3F)cc2)cc1	1.2%	39%	3%	-11%	8%
COc1ccc(CNC(=O)CSc2nnc3c(n2)[nH]c2ccc(C)cc23)cc1	2.9%	-5%	-5%	-3%	-2%
CCn1c(SCC(=O)N2CCN(c3ccccc3)CC2)nnc1-c1c[nH]c2ccccc12	3.6%	27%	6%	1%	-3%	inhibitors of VEEV 10K pilot screen=4.1
Cc1nc(SCC(=O)O)c(C#N)c(C)c1CC(=O)c1ccccc1	0.9%	-13%	.	4%	4%
CCN1C(=O)CC(c2ccco2)Sc2ccccc21 (stereo not given)	0.3%	10%	20%	-1%	-9%
COc1ccc(CNC(=O)[C@H](Cc2ccccc2)NC(=O)C2CCN(C(=O)[C@H](C)N)CC2)cc1	0.1%	-9%	-8%	8%	-11%
C=CCN=C(NC#N)SCc1ccccc1	0.7%	-10%	7%	-19%	-2%
COc1cc(OC)c(C(=O)N2CCCC2)cc1OC	0.2%	-14%	-6%	3%	7%
COc1ccc(NC(=O)Nc2ccccn2)cc1OC	6.4%	-7%	-9%	7%	1%

A section of the results above, for reference:
SMILES	inhibitors of VEEV	M. tuberculosis	H1N1 NS1A inhibition	Salmonella PhoP GFP	M. tuberculosis HTS	others
O=C([C@@H]1CC=C[C@@H]2CCN(C3CC3)C(=O)[C@@H]21)N1CCN(c2ccccc2)CC1	0.7%	-6%	-3%	1%	0%
Cc1cc(Cl)ccc1NC(=O)CN1CCCC1	i	-4%	-3%	-6%	-2%
NC(=S)NN=C1C2CC3CC(C2)CC1C3	1.1%	24%	-5%	-8%	5%
CCN(CC)C(=O)Oc1ccc2c(=O)c(-c3ccc(OC)cc3)c(C)oc2c1	i	57%	2%	2%	?
Cc1ccccc1-c1nsc(SCC(=O)NCc2ccc3c(c2)OCO3)n1	1.1%	?	3%	2%	2%
CCOC(=O)c1c(NC(=S)NC)sc2c1CC(C)(C)SC2	0.3%	1%	1%	-8%	6%
Cc1nn(CC(=O)N(CC(C)C)C2CCS(=O)(=O)C2)c(C)c1[N+](=O)[O-] (stereo not given)	i	-1%	-4%	.	1%
CCOC(=O)c1cc(S(=O)(=O)N2CCN(C(=O)OCC)CC2)cn1C	i	-11%	3%	4%	-5%
O=C(Nc1ccc(S(=O)(=O)N2CCCC2)cc1)c1cccc(OC(F)F)c1	8.7%	13%	3%	7%	1%
Cc1c(C(=O)N/N=C/c2ccc(N(C)C)cc2)[nH]c2ccc(Cl)cc12	2.5%	18%	-18%	-5%	4%
N#CCN1CCN(c2ccc(C(F)(F)F)cc2)CC1	i	0%	-1%	-7%	-1%
CC(=O)N=c1c(C#N)cc2c(=O)n3cccc(C)c3nc2n1Cc1ccco1	2.5%	-11%	.	0%	4%
Cc1noc(C)c1CSc1nc2ccccc2c(=O)n1-c1ccccc1	7.6%	32%	1%	13%	9%
COc1cccc(C2NC(=O)NC(C)=C2C(=O)Nc2cc(OC)ccc2OC)c1 (stereo not given)	0.8%	6%	-10%	-5%	3%
O=C(Nc1cccc(NC(=O)c2cccc([N+](=O)[O-])c2)n1)c1cccc([N+](=O)[O-])c1	i	28%	0%	-8%	-2%
Cc1ccc(NC(=O)c2nc[nH]c2C(=O)N2CCCCC2)c(C(=O)c2ccccc2)c1	8.3%	46%	-10%	12%	13%
COc1ccc(C2C(C(=O)N3CCOCC3)=C(C)NC3=C2C(=O)CC(C)(C)C3)c(OC)c1 (stereo not given)	1.4%	2%	-2%	-19%	5%

Continuation:
SMILES	inhibitors of VEEV	M. tuberculosis	H1N1 NS1A inhibition	Salmonella PhoP GFP	M. tuberculosis HTS	others
CC(C)Oc1ccc(C2C(C(=O)c3ccco3)=C(O)C(=O)N2Cc2cccnc2)cc1 (stereo not given)	0.1%	28%	4%	-2%	-6%	inhibitors of VEEV 10K pilot screen=0.2
Cc1ccc(S(=O)(=O)N2CCN(C(=O)c3ccc(Br)o3)CC2)c(C)c1	6.0%	15%	5%	4%	-2%
Cc1ccc(OCC(=O)N2CC3(C)CC2CC(C)(C)C3)cc1 (stereo not given)	i	27%	4%	3%	0%
COc1ccc(OCC(O)CNS(=O)(=O)c2ccc(NC(C)=O)cc2)cc1 (stereo not given)	2.7%	-15%	-8%	-2%	-21%
CSc1ccccc1NC(=O)c1ccccc1N(C)S(C)(=O)=O	3.1%	2%	-2%	-5%	-23%
COc1ccc(N2CCN(C3CC(=O)N(Cc4ccc(N5CCCC5=O)cc4)C3=O)CC2)cc1 (stereo not given)	2.1%	36%	0%	1%	-2%
O/N=C/c1ccccc1Oc1ccccc1	0.6%	-2%	2%	-7%	0%
COCc1nnc(NC(=O)CS(=O)(=O)Cc2ccccc2)s1	0.2%	-6%	3%	8%	-5%

Assay outcomes: PubChem, Southern Research Specialized Biocontainment Screening Center
